# Screening results (PubChem)
# Shiga toxin inh = blocks Shiga toxin action in Vero cells | inhibition, % at 38.7 µM | Vero cells, Shiga toxin protein synthesis inhibition reporter | 9.2% of 290,000 active; in the data active = inhibition mostly above about 28%, no sharp cut-off; inactive = mostly below about 43%; also: 0% is about no effect
# Giardia FBPA inh = Giardia lamblia aldolase inhibition; 0.71% of 290,000 active; Potency, µM (titrated, usually from 59.6 µM), without a hit: at the top dose activity, negative = inhibition, hits mostly inhibitors; A8B2U2; purified Giardia FBPA; also: potency is read from the fitted curve at half-maximal effect; % is scaled to controls: 0 for no effect and ±100 for the full control effect; nearly all actives have a fitted effect of over 55% in size
# Target sequence (A8B2U2 whole entry, looked up): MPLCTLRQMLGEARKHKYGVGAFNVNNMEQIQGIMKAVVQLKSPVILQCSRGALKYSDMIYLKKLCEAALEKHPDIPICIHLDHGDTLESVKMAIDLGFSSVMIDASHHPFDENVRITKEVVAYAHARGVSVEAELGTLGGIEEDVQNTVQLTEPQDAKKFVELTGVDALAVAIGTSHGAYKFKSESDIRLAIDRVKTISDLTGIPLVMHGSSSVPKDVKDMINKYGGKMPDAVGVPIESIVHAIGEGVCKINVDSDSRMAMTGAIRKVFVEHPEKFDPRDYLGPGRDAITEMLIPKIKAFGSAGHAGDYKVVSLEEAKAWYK
#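 40 nM FBPA preincubated 10 min at RT with compound (up to 57.5 uM final), then substrate plus GAPDH/TPI/NAD/arsenate coupling and diaphorase/resazurin added. Fluorescence read after 20 min at RT, 525/598 nm.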
# Cycloheximide cs = counter-screen for Shiga toxin inhibitors: cycloheximide protein synthesis inhibition. cell reporter, cycloheximide protein synthesis inhibition counterscreen. max response, %. 12% of 300,000 active. AID 2314; in the data active = max response mostly above about 13%, no sharp cut-off; inactive = mostly below about 14%; also: read at 38.3 µM for the half of the compounds with a filed dose; 0% is about no effect
# Sm TGR block = S. mansoni TGR enzyme inhibition; Q962Y6; purified TGR, DTNB reduction, TNB absorbance 405 nm; Potency, µM (series often up to 114 µM), for inactives: at the highest dose activity change, negative = inhibition, most hits filed as inhibitors; 3% of 360,000 active; AID 485364; also: potency is read from the fitted curve at half-maximal effect; % is scaled to controls: 0 for no effect and ±100 for the full control effect; nearly all actives have a fitted effect of over 60% in size
#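 Kinetic colorimetric format: TGR-catalysed, NADPH-driven DTNB reduction monitored via TNB absorbance. Enzyme dispensed at 20 nM; compound exposure 15 min at room temperature before reaction start.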
# Pf growth 48h = inhibits P. falciparum growth in the first generation, 48 h; P. falciparum luciferase growth in erythrocytes, 48 h; Potency, µM (titrated, usually from 28.7 µM), without a hit: at the top dose activity change, negative = inhibition, hits mostly inhibitors; 5.9% of 310,000 active; also: potency is read from the fitted curve at half-maximal effect; % is scaled to controls: 0 for no effect and ±100 for the full control effect
#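 Growth was read as firefly luciferase luminescence after a 48 h, 37 C, 5% CO2 exposure of compounds to reporter-bearing P. falciparum cultures (0.1% parasitemia, 2% hematocrit final) in Albumax-supplemented RPMI 1640.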
# Pf growth 96h = P. falciparum growth inhibition at 96 hour, primary screen for plastid delayed-death inhibitors | P. falciparum luciferase reporter growth, 96 h | 6.9% of 320,000 active | AID 504834 | Potency, µM (doses to about 28.7 µM), for the others: at the top dose activity change, negative = inhibition, hits mostly inhibitors; also: potency is read from the fitted curve at half-maximal effect; % is scaled to controls: 0 for no effect and ±100 for the full control effect
#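 Infected RBCs, 2% Hct / 0.05% parasitemia final; luciferase-reporter P. falciparum; cpd 96 h, 37 C, 5% CO2; luciferase detection reagent; luminescence.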
# Active calls of the source: *; u = inconclusive; x = not tested or not shown; [ ] = remark or other dose. Unless noted, calls follow the shape of the dose curve; as a rule, active = well fitted curve in the direction sought with a large enough effect; inconclusive = small, poorly fitted or top-dose-only effect, or another doubt; inactive = no such curve, though single readings can be large; an effect the other way counts as inactive or inconclusive.
# Below each compound: Shiga toxin inh | Giardia FBPA inh | Cycloheximide cs | Sm TGR block | Pf growth 48h | Pf growth 96h
> Cc1cc(N2C(=O)C=CC2=O)c([N+](=O)[O-])cc1C
  12 | -29% | -2 | 0.71µM* | 5% | u
> O=C(c1cccc(Br)c1)N1CCCC1
  -11 | 3% | 1 | 3% | x | 19%
> N#Cc1nc(-c2ccc(OCc3ccccc3)cc2)oc1NCCCN1CCOCC1
  -11 | -5% | 19 | -9% | u | x
> Cc1c(Cl)cccc1NC(=O)CN1CCN(CCN=CC2=C(O)CC(c3ccccc3)CC2=O)CC1 (configuration not stated)
  -20 | 4% | 16 | -32% | 0% | u
> O=C(O)CCN=CC1=C(O)CC(c2ccccc2)CC1=O (configuration not stated)
  -23 | -4% | -2 | 8% | 2% | 2%
> O=C(CN1c2cccc3cccc(c23)S1(=O)=O)N1CCN(c2ccc(F)cc2)CC1
  x | x | x | 0% | u | u
> CCN1CCN(S(=O)(=O)c2ccc(Cl)c(C(=O)N(C)Cc3ccccc3)c2)CC1
  x | x | x | 7% | 0% | -20%
> Cc1ccc(NC(=O)Nc2ccc(Cl)c(Cl)c2)nc1
  70* | 1% | 32* | 6% | 70%[activator] | u
> COCCC(=O)N1CCCC(C(=O)c2ccc(C(F)(F)F)cc2)C1 (configuration not stated)
  7 | 9% | -1 | -1% | -1% | 13µM*
> Cc1nc(SCC(=O)NC2CCS(=O)(=O)C2)c2c3c(sc2n1)CCCC3 (configuration not stated)
  x | x | x | 0% | 5% | -9%
> Cc1ccccc1NC(=O)CSc1nc(-c2ccccc2)cc(=O)[nH]1
  7 | -17% | -1 | -17% | 14% | 3%
> O=C(CSc1ncn[nH]1)N(C1CCCCC1)C1CCCCC1
  -8 | 3% | -5 | 0% | x | u
> CC(C)CC(NC(=O)CNC(=O)C1O[C@@H]2OC(C)(C)O[C@@H]2[C@H]2OC(C)(C)O[C@@H]12)C(=O)O (some centres not stated)
  -10 | 2% | -10 | -2% | -13% | 14%
> O=C(COC(=O)c1ccccc1-n1cnnn1)c1ccccc1
  x | x | x | -2% | 36%[activator] | 12%
> CC(C)CCn1cnc2c1c(=O)[nH]c(=O)n2Cc1ccccc1
  -1 | 3% | -1 | -18% | -13% | u
> CC(=O)N1c2ccc(S(=O)(=O)NCCC(=O)NCc3ccc(Cl)cc3)cc2CC1C (configuration not stated)
  -7 | -5% | 15 | -19% | u | u
> CCCN1CCC(=NNc2ccc(S(N)(=O)=O)cc2[N+](=O)[O-])CC1
  7 | -3% | 13 | -22% | 3% | 40%[activator]
> CCn1nc(C)c(CN2CCc3c([nH]c4ccccc34)C2C(C)(C)C)c1C (configuration not stated)
  -6 | -3% | -2 | u | u | u
> O=C(CN1CCCCCC1)NC(c1ccccc1)c1ccccc1
  x | -25% | 6 | 1% | u | u
> CC(=O)c1ccc(S(=O)(=O)NC2CCSc3ccccc32)cc1 (configuration not stated)
  -4 | -15% | -2 | -20% | 0% | 0%
> CC(OC(=O)CN1C(=O)c2ccccc2C1=O)C(=O)NC1CCCCC1C (configuration not stated)
  x | x | x | 7% | 60%[activator] | 47%[activator]
> COc1ccc(CCNC(=O)c2oc3ccccc3c2C)cc1
  x | x | x | 1% | -8% | 11%
> O=C(c1ccc2oc(CCCc3ccccc3)nc2c1)N1CCCC(CCCO)C1 (configuration not stated)
  47* | x | 30* | -15% | -9% | u
> Cc1nc(-c2ccccc2)sc1-c1nc(-c2cccnc2)ncc1S(=O)(=O)c1ccccc1
  -8 | -8% | -2 | 7% | u | u
> Cc1ccc(CN(C)C(=O)CSc2nnc3n2CCCCC3)c(C)c1
  x | x | x | -14% | u | 7.4µM*
> O=C1CC(c2ccccc2)C(=O)N1c1cccc(O)c1 (configuration not stated)
  10 | 0% | 1 | -8% | 8% | x
> O=C(NCC1CCCO1)C(=Cc1cccc([N+](=O)[O-])c1)C(=O)NCC1CCCO1 (configuration not stated)
  37 | 12% | 9 | -14% | u | 13µM*
> CC1CN(c2ccc([N+](=O)[O-])cc2C#N)CC(C)O1 (configuration not stated)
  -6 | 0% | -3 | -3% | u | 26%
> S=c1[nH]nc(-c2ccncc2)n1/N=C/C(Cl)=C\c1ccccc1
  61* | 14% | 24* | x | u | 63%[activator]
> Cc1ccc(CSCC(N)C(=O)O)cc1 (configuration not stated)
  -6 | -9% | -4 | 28µM* | 13% | 43%[activator]
> COc1ccc(N2CCN(C(=O)c3oc4c(c3C)C(=O)CCC4)CC2)cc1
  -10 | -4% | -5 | 5% | -5% | -1%
> CCOc1ccc(C=O)cc1CN1CCCCC1
  -17 | 9% | -4 | -2% | 2% | x
> COC(=O)c1ccc(NC(=O)CCN2C(=O)CSC2=O)cc1
  -15 | 1% | -2 | -15% | 5% | 7%
> CC1CCN(C(=O)c2ccc(N(C)S(C)(=O)=O)cc2)CC1
  -7 | 3% | 1 | 5% | 0% | u
> COc1ccc(-c2nn(-c3ccccc3)cc2/C=C/C(=O)O)cc1[N+](=O)[O-]
  41 | -21% | 13* | 11% | -17% | -8%
> CON/C=C(\C=Nc1ccc(C(F)(F)F)cc1)c1ncc(C(F)(F)F)cc1Cl
  -18 | -6% | -4 | -7% | u | u
> COc1ccc(C(=O)[C@H]2[C@H]3C(=O)N(c4ccc(C)cc4)C(=O)[C@H]3C3C=CC=NN32)cc1 (some centres not stated)
  32 | u | 19* | 40µM* | -81% | 184%[activator]
> O=C(c1ccccc1)N1CCN(c2ccc([N+](=O)[O-])c(NCC3CCCO3)c2)CC1 (configuration not stated)
  -18 | -18% | -2 | x | u | 6%
> CCCN(CC(=O)Nc1ccccc1OC)C(=O)CCC(=O)c1ccc(F)cc1
  x | x | x | -8% | u | 2%
> CCCCn1c(N)c(N(CC(C)C)C(=O)c2cnccn2)c(=O)[nH]c1=O
  x | x | x | -6% | -22% | 24%
> O=C(O)C1CCCCC1C(=O)Nc1cccc(C(=O)N2CCCCC2)c1 (configuration not stated)
  5 | 8% | -3 | 3% | -4% | x
> COc1cccc(C(=O)Nc2c(C)nn(-c3ccccc3)c2C)c1
  -8 | 0% | -1 | x | -4% | 15%
> O=C(CN1CCOCC1)Nc1ccccc1
  -19 | 4% | -3 | 3% | 13% | x
> COc1ccc(C(=O)NCCN2C(=O)S/C(=C\c3cccnc3)C2=O)cc1[N+](=O)[O-]
  43* | -10% | 25* | -12% | u | u
> Cc1ccc(-c2nc(CSCC(=O)N3CCN(c4ccccn4)CC3)c(C)o2)cc1
  -5 | 0% | 18 | u | x | 10µM*
> COc1cc(C(=O)N2CCN(c3ccccc3F)CC2)ccc1OCC(=O)N1CCOCC1
  x | x | x | 3% | -12% | 8%
> Cc1ccnc(NC(=O)COC(=O)C2COc3ccccc3O2)n1 (configuration not stated)
  -3 | -4% | 6 | -11% | 11% | 3%[5.75 µM]
> COc1ccc(C(OCC(O)CNCCc2ccccc2)c2ccc(OC)cc2)cc1 (configuration not stated)
  -2 | u | -6 | -17% | 9.3µM* | 4.1µM*
> COc1ccccc1CNC(=O)CCS(=O)(=O)c1ccc2c(c1)CCCN2C(C)=O
  -9 | 7% | -2 | -6% | 5% | u
> C=C1N(c2ccccc2)C(=O)OC1(C)C
  16 | 7% | -4 | -7% | 11% | 13%
> CC12CCC(C(=O)NNc3ccc([N+](=O)[O-])cc3)(OC1=O)C2(C)C (configuration not stated)
  -2 | 4% | -1 | 2% | 34%[activator] | 0%
> CSc1cccc(NC(=S)N2CCC(N(C)C(C)C)CC2)c1
  -17 | 1% | -2 | -29% | 45%[activator] | u
> Cc1oc2ccc(OCc3ccccc3Cl)cc2c1C(=O)O
  -3 | -10% | -1 | 1% | 24% | u
> Cc1sc(NC(=O)c2ccco2)c(C(c2cccnc2)N2CCN(C)CC2)c1C (configuration not stated)
  -10 | 10% | -1 | 35µM* | u | u
> CCC1Oc2ccccc2N(CC(=O)Nc2ccc3c(c2)OCCO3)C1=O (configuration not stated)
  94* | 0% | 17* | 1% | 15% | -11%
> O=C(Nc1ccccc1O)c1cccc(NC(=O)c2ccco2)c1
  -3 | 3% | -1 | -5% | u | u
> COc1ccc(OC)c(NS(=O)(=O)c2ccc(NC(C)=O)cc2)c1
  -11 | 2% | -1 | -12% | x | x
> O=C(NC1CC2CCCC(C1)N2C(=O)Nc1ccc(Cl)c(C(F)(F)F)c1)C1CC1 (configuration not stated)
  -8 | -1% | -2 | -19% | u | 100%[activator]
> CC(C)OC(=O)c1cc(C(=O)c2cc(Br)ccc2O)coc1=N
  -12 | 1% | 2 | 8% | u | -2%
> CN(C)N=O
  x | x | x | -12% | 35%[activator] | 67%[activator]

# Compound profiles, as listed above. Order of screens: Shiga toxin inh, Giardia FBPA inh, Cycloheximide cs, Sm TGR block, Pf growth 48h, Pf growth 96h
# Results for COc1ccc(-c2nn(-c3ccccc3)cc2/C=C/C(=O)O)cc1[N+](=O)[O-] : 41, -21%, 13*, 11%, -17%, -8%
# Results for Cc1oc2ccc(OCc3ccccc3Cl)cc2c1C(=O)O : -3, -10%, -1, 1%, 24%, u
# Results for CN(C)N=O : x, x, x, -12%, 35%[activator], 67%[activator]
# Results for COc1ccc(C(=O)[C@H]2[C@H]3C(=O)N(c4ccc(C)cc4)C(=O)[C@H]3C3C=CC=NN32)cc1 (some centres not stated) : 32, u, 19*, 40µM*, -81%, 184%[activator]

# Continuation:
# Below each compound: Shiga toxin inh | Giardia FBPA inh | Cycloheximide cs | Sm TGR block | Pf growth 48h | Pf growth 96h
> COc1ccc2sc(NCc3ccccc3)nc2c1
  146* | 15% | 48* | 4% | 181%[activator] | 184%[activator]
> O=c1c2ccccc2nc(SCc2cc([N+](=O)[O-])cc3c2OCOC3)n1-c1ccccc1
  -7 | 2% | -1 | -17% | 19% | 58%[activator]
> CC(=O)Nc1ccc(NC(=S)NC(=O)c2ccc([N+](=O)[O-])c(C)c2)cc1
  -5 | 2% | 17* | -23% | 35%[activator] | 9%
> O=C(NN1C(=O)C2C(C1=O)C1C=CC2C12CC2)c1ccccc1Cl (configuration not stated)
  9 | 1% | 1 | u | 1% | u
> O=C(CSC1=Nc2ccccc2C2=NC(Cc3c[nH]c4ccccc34)C(=O)N12)NC1CCCCC1 (configuration not stated)
  -10 | -23% | -3 | -28% | x | x
> COc1ccccc1NC(=O)C(C)NS(=O)(=O)c1ccc(Cl)cc1 (configuration not stated)
  -2 | -11% | -4 | 2% | u | u
> COc1ccc(C(C)NC(=O)C23CC4CC(CC(C4)C2)C3)cc1 (configuration not stated)
  -10 | -1% | 0 | 2% | -4% | u
> CCc1ccc(OCC(=O)Nc2ccc3oc(=O)ccc3c2)cc1
  -3 | -8% | 2 | 0% | 18% | 17%
> Cc1ccc(N/C(N)=N/c2nc(CSc3ccccn3)cc(=O)[nH]2)c(C)c1
  -7 | -12% | 0 | 0% | -24% | u
> O=C(CSCc1ccccc1)N1CCN(S(=O)(=O)c2cccc(F)c2)CC1
  x | x | x | 1% | 9% | 12%
> Cc1ccc(CS(=O)Cc2ccc(C(=O)NCc3ccccc3)o2)cc1 (configuration not stated)
  -5 | 11% | -1 | u | -3% | u
> O=C(CCN1C(=O)c2ccccc2C1=O)Nc1ccc(-c2cn3ccsc3n2)cc1
  52* | 9% | 33* | 2% | 6% | u
> O=C(CSc1nc2ccccc2c(=O)[nH]1)N1CCOCC1
  -17 | -17% | -5 | -19% | 5% | u
> O=c1cc(N2CCOCC2)[nH]c(=O)n1-c1ccc(Cl)cc1
  -13 | -2% | -7 | -12% | x | -11%

# An excerpt of these results, with tabs.
SMILES	Shiga toxin inh	Giardia FBPA inh	Cycloheximide cs	Sm TGR block	Pf growth 48h	Pf growth 96h
COc1ccc(CCNC(=O)c2oc3ccccc3c2C)cc1	x	x	x	1%	-8%	11%
O=C(c1ccc2oc(CCCc3ccccc3)nc2c1)N1CCCC(CCCO)C1 (configuration not stated)	47*	x	30*	-15%	-9%	u
Cc1nc(-c2ccccc2)sc1-c1nc(-c2cccnc2)ncc1S(=O)(=O)c1ccccc1	-8	-8%	-2	7%	u	u
